# NR5A2 inv ag: suppresses constitutive activity of human LRH-1. inhibition, % at 3.6 µM. HEK293T StAR-luciferase reporter, LRH-1 transfected, 24 h. 360,000 tested, 0.13% active;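 active = inhibition above the mean inhibition of all tested compounds plus 3 SD, cut at about 73% in these data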;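 note: 0% = DMSO wells and 100% = reporter-only cells lacking LRH-1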
# NOD2-RIPK2 inh: NOD2-RIPK2 protein interaction inhibition. O43353. CHO BLA complementation NOD2-RIPK2, CCF4 ratio. inhibition, % at 4.98 µM. 360,000 tested, 0.38% active. AID 624267; in the data active = inhibition above about 21%;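 note: 0% = vehicle only and 100% = reference blocker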
# Target sequence (O43353 whole entry, looked up): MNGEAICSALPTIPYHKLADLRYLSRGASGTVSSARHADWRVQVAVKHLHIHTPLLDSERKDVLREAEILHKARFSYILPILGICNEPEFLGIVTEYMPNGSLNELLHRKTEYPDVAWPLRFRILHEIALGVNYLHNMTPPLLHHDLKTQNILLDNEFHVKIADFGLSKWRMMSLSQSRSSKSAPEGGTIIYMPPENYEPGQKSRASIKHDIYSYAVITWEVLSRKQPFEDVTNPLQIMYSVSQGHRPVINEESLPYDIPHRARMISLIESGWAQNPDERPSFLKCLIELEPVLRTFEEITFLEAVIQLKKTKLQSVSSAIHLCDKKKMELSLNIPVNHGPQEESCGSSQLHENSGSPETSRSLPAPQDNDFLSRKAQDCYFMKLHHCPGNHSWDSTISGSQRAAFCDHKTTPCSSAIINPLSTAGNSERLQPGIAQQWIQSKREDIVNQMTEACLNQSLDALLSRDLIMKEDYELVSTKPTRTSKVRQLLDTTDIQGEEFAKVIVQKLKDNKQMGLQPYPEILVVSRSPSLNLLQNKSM
# TLR9-MyD88 block: TLR9-MyD88 interaction inhibition. 340,000 tested, 0.21% active. Q9NR96+Q99836. inhibition, % at 4.98 µM. CHO BLA complementation TLR9-MyD88, CCF4 FRET ratio;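 active = inhibition above the mean over all tested compounds plus 3 SD, cut at about 21% in these data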;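 note: 0% = DMSO only wells and 100% = clavulanate BLA inhibitor control wells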
# TROY NFkB inh: TROY signaling inhibition | Q293 LMP1-TROYcd NF-kB luciferase reporter, 4 h | inhibition, % at 10 µM | 360,000 tested, 0.98% active | AID 1347056;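 active = compounds whose plate-normalised and pattern-corrected inhibition of the luciferase reporter signal at the single screening dose is 50% or more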
# SRC1 inh: human NCOA1 inhibition; Q15788; HEK293 GAL4-SRC1 luciferase reporter, luminescence; inhibition, % at 3.6 µM; 360,000 tested, 0.12% active; AID 588354;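 active = inhibition above the campaign mean plus 3 SD, with each screening campaign given its own cutoff, cut at about 60% in these data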;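 note: 0% = DMSO treated cells and 100% = gossypol at 36 µM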
# TRAIL sens C8: sensitizes caspase-8 expressing cells to TRAIL; inhibition (viability loss, TRAIL sensitization), % at 10 µM; 360,000 tested, 1% active; AID 624354; NB7+C8 cells + TRAIL, ATPlite viability luminescence;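 active = compounds causing at least 50% loss of cell viability in the single-dose screen, relative to plate controls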
# Vif imaging: HIV Vif inhibition; HEK293T cells, Vif self-association by quenched fluorescence, imaging, 24 h; inhibition, % at 7.49 µM; 340,000 tested, 0.35% active; AID 602346; in the data active = inhibition above about 50%, passing the limit was not always enough; inconclusive = no clear call, values can overlap the other calls; inactive = below about 31%; note: some results filed as inactive read as strong as hits
# NCOA3 inh: human NCOA3 inhibition; HEK293 GAL4-SRC3 luciferase reporter, luminescence; inhibition, % at 3.6 µM; 360,000 tested, 0.17% active; AID 588352;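 active = inhibition above a per-campaign cutoff, the mean of all compounds plus 3 SD, cut at about 60% in these data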;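 note: 0% = DMSO-treated cells and 100% = gossypol-treated cells at 36 µM; higher means less SRC3-driven luciferase light from the GAL4 reporter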
# LMP1 NFkB inh: reduces LMP1-driven NF-kappaB luciferase signal; LMP1-induced NF-kappaB luciferase reporter cells, luminescence; inhibition, % at 12.5 µM; 350,000 tested, 0.69% active; AID 504558; in the data active = inhibition above about 41%; inconclusive = no clear call, values can overlap the other calls;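 note: 0% = neutral control wells and 100% = reference inhibitor control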
# SRC2 inh: human SRC2 (NCOA2) inhibition; HEK293 GAL4-SRC2 luciferase reporter, luminescence; inhibition, % at 9 µM; 370,000 tested, 0.17% active; Q15596;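 active = inhibition above the mean inhibition of all tested compounds plus 3 SD, set per campaign, cut at about 52% in these data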;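 note: 0% = DMSO treated cells and 100% = cells given Gossypol at 36 µM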
# NR2F2 inh: NR2F2 (human) inhibition, primary screen. P24468. HEK293T NGFI-A luciferase reporter, luminescence. inhibition, % at 8.6 µM. 370,000 tested, 0.7% active;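 active = inhibition above a per-plate cutoff, mean inhibition of test wells between control levels plus 3 SD, cut at about 38% in these data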;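 note: cells cotransfected with COUP-TFII expression vector driving the NGFI-A reporter; 0% = median of COUP-TF2 test wells and 100% = reporter-only cells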
# Target sequence (P24468 whole entry, looked up): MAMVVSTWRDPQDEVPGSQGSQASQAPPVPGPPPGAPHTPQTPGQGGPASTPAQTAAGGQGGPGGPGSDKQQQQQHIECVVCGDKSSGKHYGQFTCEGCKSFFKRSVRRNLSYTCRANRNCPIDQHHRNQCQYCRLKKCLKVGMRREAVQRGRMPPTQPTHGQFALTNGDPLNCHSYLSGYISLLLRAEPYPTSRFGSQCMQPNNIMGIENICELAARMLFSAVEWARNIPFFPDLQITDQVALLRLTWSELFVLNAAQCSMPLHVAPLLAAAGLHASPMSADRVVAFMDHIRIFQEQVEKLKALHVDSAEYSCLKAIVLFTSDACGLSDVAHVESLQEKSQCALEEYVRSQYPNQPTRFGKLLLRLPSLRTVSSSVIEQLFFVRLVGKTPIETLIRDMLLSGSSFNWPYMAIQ
# * hit, by the source's call; ? = inconclusive; · = no result given. This is a subset. The share of hits here may be higher or lower than overall.
SMILES,NR5A2 inv ag,NOD2-RIPK2 inh,TLR9-MyD88 block,TROY NFkB inh,SRC1 inh,TRAIL sens C8,Vif imaging,NCOA3 inh,LMP1 NFkB inh,SRC2 inh,NR2F2 inh
CCOC(=O)c1cc(CC)sc1NC(=O)c1ccc2c(c1)OCCO2,-5,-9,-4,-7,-14,0,3,-6,8,-4,-22
CCN(CC)C(=O)c1ccc(C)c(Br)c1,-9,-13,0,2,0,-7,13,6,7,-6,7
CC(=O)c1c(-c2ccccc2)[nH]c2ccccc12,7,3,-15,15,6,20,-9,-28,-8,-46,12
Cn1c(SCC(=O)Nc2cc(Cl)cc(Cl)c2)nnc1-c1ccc2nonc2c1,17,-4,·,31,-25,-1,-2,15,·,5,-21
O=C(O)c1cc(N/N=C/C=C/c2ccccc2)ccc1Cl,-207,-7,1,-45,-77,-13,1,-104,-54,-43,-55
O=C(O)c1cc(NC(=O)c2ccc3c(c2)C(=O)N(Cc2ccccc2)C3=O)cc(C(=O)O)c1,-39,-14,-9,10,-18,-2,-4,-21,-5,-16,15
O=C(COc1ccc(F)cc1F)Nc1cccnc1,-4,6,-3,-2,-37,16,-7,-12,3,-29,-22
C(=N\n1cnnc1)/c1nc2ccccc2[nH]1,-3,-4,2,-1,-11,5,15,17,-1,10,2
CN(C)CCNC(=O)c1cc2cc(Br)ccc2oc1=O,0,-8,2,-11,-1,13,·,-18,6,0,0
CN(Cc1ccccc1)CC(O)COc1ccc(CNCc2cccnc2)cc1 (centres undefined),4,1,1,25,3,-11,15,18,-5,-3,2
CC(C(=O)Nc1nc2ccccc2[nH]1)N1C(=O)C2CC=CCC2C1=O (centres undefined),5,-3,7,3,5,-8,6,11,-16,17,10
CN(C(=O)CSc1nnnn1C)C1(C#N)CCCCC1,-3,2,2,-14,-5,-14,·,-5,2,2,25
O=C(O)CC/C(=C\c1cc([N+](=O)[O-])ccc1Cl)c1nc2ccccc2s1,5,2,-3,-18,-10,-8,4,-1,-2,-6,16
Fc1ccccc1/C=N/Nc1nn[nH]n1,3,-5,0,4,3,-5,10,-11,9,8,5
Cc1[nH]n(C(N)=S)c(=O)c1N=Nc1ccc([N+](=O)[O-])cc1Cl,29,-4,9,-33,-22,3,-10,-9,3,8,-3
CCC1CCc2sc(C(=O)N(C)CC(=O)Nc3ccc(OC)cc3)cc2C1 (centres undefined),-2,-4,-1,-1,-20,25,1,8,4,13,10
CCCOCc1ccc(O)c2ncccc12,-7,-14,6,-17,-7,26,5,10,-1,9,-6
CN1CCN(NC(=O)c2cccs2)CC1,3,3,9,13,2,-8,0,17,-13,-1,14
COc1cc2cnc(C3=CCCCC3)cc2cc1OC,-18,5,-3,-54,6,-20,-3,-22,9,-43,-27
COc1nc(=O)n(C2OC(CO)C(O)C2O)cc1C (centres undefined),-16,10,-1,-12,-6,4,4,2,-4,-20,13
N#Cc1ccc(S(=O)(=O)Nc2ccccc2N2CCOCC2)cc1,-2,-4,-4,-6,-3,8,17,4,-4,15,9
CN(C)CCCNc1ncnc2c1c(-c1ccccc1)cn2-c1ccccc1,-2,12,13,-12,-1,19,14,14,-49,-3,-33
NC(=O)c1cc(Cl)ccc1OCC(=O)Nc1ccc2c(c1)OCO2,-123,-8,1,-38,-116,69*,10,-118,?,-58,-32
CCOC(=O)C1=C(C)OC(N)=C(C#N)C1c1cc(F)ccc1F (centres undefined),6,-2,1,5,-8,-8,27,10,1,-14,-6
CCOC(=O)N1C2=NC(C(=O)OC)=C(C(=O)OC)[C@@H]3N(C)c4ccccc4[C@]23C[C@H]1C(=O)OC,3,6,-3,-4,5,9,·,-5,13,-25,10
CC1=CC(=O)C2(C)C(C)=C(C)C12C (centres undefined),9,8,0,-17,2,-1,-4,-28,9,-5,-10
CC(C)CC(NS(=O)(=O)c1ccccc1)C(=O)O (centres undefined),8,1,-9,4,-9,7,-1,2,-5,0,5
Cc1ccccc1NS(=O)(=O)c1c(C(=O)N2CCCCCC2)c(C)n(C)c1C,-12,-8,-12,-10,15,-13,-6,-8,2,-13,-6
COc1ccc(NC(=O)CSc2nc(O)c(Cc3ccccc3)c(=O)[nH]2)cc1,6,2,0,3,-22,-2,-7,13,-2,3,-2
O=C1/C(=N\O)Cc2ccccc21,6,4,0,-5,-8,-11,4,25,-3,12,-1
COc1ccc(-c2cnc[nH]2)cc1,-1,0,-1,-5,4,-3,0,13,-5,-32,-19
Cc1ccc(C(=O)NNC(=O)COC(=O)COc2ccccc2C#N)cc1,-7,1,-2,-20,-42,-11,3,-8,-5,25,-25
Cc1ccc(-n2c(Cc3noc4ccccc34)n[nH]c2=S)cc1,1,-3,-6,-2,-12,-3,?,9,-7,-14,-3
COc1ccc(F)cc1S(=O)(=O)Nc1cc2c3c(c1)CCC(=O)N3CCC2,-4,5,-3,-25,-12,2,-2,22,3,-29,-11
Cc1ccc(CNC(=O)CCCn2c(=O)c3ccccc3n(CC(=O)NC3CCCC3)c2=O)cc1,6,4,0,23,-2,-9,·,18,-4,-19,-13
CC[C@]12c3[nH]c4ccc(Cl)cc4c3CCN1C(=O)[C@@H](CC(=O)NCCN1CCOCC1)C[C@@H]2C(=O)N1CCN(C(=O)C2CC2)CC1,-4,-2,-7,-9,5,-6,·,-18,3,-3,2
COc1ccccc1COn1c(=O)c(-c2ccco2)[n+]([O-])c2ccccc21,-34,-2,0,-29,1,-4,0,-1,1,14,17
CCCCNC(=O)C1CCCN1C(=O)Nc1ccccc1 (centres undefined),-15,1,17,4,-36,-7,11,-22,-6,-34,9
CC(C)C(=O)Nc1cccc(N2CCN(CCCN3C(=O)C4CCCCN4C3=O)CC2)c1 (centres undefined),-16,5,3,-6,0,6,0,-9,3,-2,11
COc1ccc(CCN2C(=O)NC(NC(=O)C(C)(C)C)(C(F)(F)F)C2=O)cc1OC (centres undefined),-15,-9,-57,1,-1,-19,21,11,5,-13,18
COc1ccc(C(=O)NC2CC2)cc1OC1CCN(Cc2ccc(SC)cc2)CC1,-12,-16,-2,-10,-51,-3,-24,-2,-2,4,1
C=CCNC(=O)NC(=O)COn1nnc2ccc(S(=O)(=O)N(C)C)cc21,-7,-8,-13,-2,-17,0,-3,7,-4,6,-7
O=C(COC(=O)c1ccc(S(=O)(=O)Nc2ccccc2)cc1)NCc1ccco1,9,1,8,-6,-10,-18,0,19,-2,0,-4
O=C(Nc1ccccc1Cc1ccccc1)c1ccccc1F,12,4,-7,-9,-4,-3,-5,15,-7,1,0
COc1cc(C(C)=O)ccc1OCC(O)CN1CCN(S(=O)(=O)c2ccccc2)CC1 (centres undefined),-5,-2,-6,0,-7,5,7,15,-4,-35,-7
C#CCNc1nc(C)nc2c1nnn2Cc1ccccc1F,4,7,-3,1,1,-6,·,-2,-2,-7,0
Cc1ccc(OCC(=O)N/N=C\c2cccn2C)c([N+](=O)[O-])c1,-8,-2,-4,-16,-20,18,0,-27,-3,-31,4
CC(=O)NCc1ccc(C(=O)O)cc1,0,-2,1,-11,17,-4,11,12,33,8,9
NNC(=O)c1cc(-c2ccc(N)cc2)nc2ccc(Br)cc12,-8,-1,·,-30,-19,-13,6,5,·,18,19
O=C1NC(c2ccccc2)N=C2Oc3ccccc3C=C12 (centres undefined),-6,5,0,6,1,14,21,7,10,-22,-5
Cc1ccc(NC(=O)c2ccc(-n3cccn3)c([N+](=O)[O-])c2)cc1,-23,-3,-3,-20,2,5,-9,-7,5,-20,-13
O=c1[nH]c2ccc(N/C(=N/S(=O)(=O)c3ccccc3)c3ccccc3)cc2[nH]1,17,1,-3,9,2,-12,2,-2,0,13,0
On1c(-c2ccco2)nc2c1CCc1nonc1-2,7,-1,-12,6,-7,-7,3,-10,2,8,-16
CCN(CC)C(=O)Oc1ccnc2cc(Cl)ccc12,-12,-2,-3,8,-3,-19,-1,16,-1,10,8
CSCCC(NC(=O)COc1ccccc1)C(=O)N1CCCC(C(F)(F)F)C1 (centres undefined),-15,-3,-1,8,-19,-15,-9,7,-5,18,-6
Cc1n[nH]c(C)c1CCCOc1ccccc1,1,9,-7,4,-5,16,2,3,2,-8,-2
COc1ccccc1CNC(=O)CCCC(=O)n1nc(C)c2ccccc21,16,-4,-7,-5,-16,5,15,-7,-2,12,5
Cc1ccccc1-c1nnc(SCC(=O)NCc2ccc3c(c2)OCO3)n1C,-10,-4,2,·,-3,0,-5,1,-3,6,-1
CCCCOc1ccc(C(=O)N/C(=C\c2ccc(OC)cc2)C(=O)OCc2ccco2)cc1,-15,-5,-1,-18,-7,-15,-7,-18,1,-20,-17
O=S1(=O)CCN(Cc2ccc(F)cc2)CC1,-23,0,-9,1,-1,-2,-1,12,-1,8,-9

# Other results:
SMILES,NR5A2 inv ag,NOD2-RIPK2 inh,TLR9-MyD88 block,TROY NFkB inh,SRC1 inh,TRAIL sens C8,Vif imaging,NCOA3 inh,LMP1 NFkB inh,SRC2 inh,NR2F2 inh
CCc1nnc(NC(=O)CCC(=O)N2CCN(c3cccc(Cl)c3)CC2)s1,2,4,-8,-8,7,5,-4,-5,2,15,-8
O=C(CC1C(=O)NCCN1Cc1ccc(F)cc1)NC1CCCCCCC1 (centres undefined),-5,-3,-1,-15,13,7,-19,1,2,17,3
CN1C(=O)/C(=N/OC(=O)c2ccccc2)c2ccccc21,7,3,-2,-33,-5,-6,-6,-10,2,-16,-14
O=C(OCC(=O)N1CCOCC1)c1ccccc1OCc1ccc(Cl)cc1,-8,-8,7,-51,-8,21,4,-9,-22,11,1
CCn1c(SCC(=O)N2CC(=O)Nc3ccccc32)nnc1-c1ccoc1C,8,-9,3,12,-1,7,4,-18,-2,1,-2
CCCOC(=O)c1ccc(NC(=O)c2ccccc2[N+](=O)[O-])cc1,-16,-12,-4,-48,-40,-8,9,-30,-1,-52,-20
O=C(NCC(c1ccccc1Cl)N1CCCC1)c1ccc(N2CCCC2=O)cc1 (centres undefined),-40,4,7,28,-30,-20,6,-20,-8,-43,-23
Cc1ccc(F)c(C(=O)N2CCCC(C)(C(=O)NS(=O)(=O)C3CC3)C2)c1F (centres undefined),16,-9,·,19,-2,-8,·,10,·,·,·
CCOC(=O)C1=CCN(S(=O)(=O)c2ccccc2)C1c1ccc(Cl)cc1 (centres undefined),-8,-2,·,38,15,1,·,-19,·,1,2

# Entries of single compounds, quoted from the list.
# `O=c1[nH]c2ccc(N/C(=N/S(=O)(=O)c3ccccc3)c3ccccc3)cc2[nH]1` as listed: NR5A2 inv ag: 17; NOD2-RIPK2 inh: 1; TLR9-MyD88 block: -3; TROY NFkB inh: 9; SRC1 inh: 2; TRAIL sens C8: -12; Vif imaging: 2; NCOA3 inh: -2; LMP1 NFkB inh: 0; SRC2 inh: 13; NR2F2 inh: 0
# `CCC1CCc2sc(C(=O)N(C)CC(=O)Nc3ccc(OC)cc3)cc2C1` (centres undefined) as listed: NR5A2 inv ag: -2; NOD2-RIPK2 inh: -4; TLR9-MyD88 block: -1; TROY NFkB inh: -1; SRC1 inh: -20; TRAIL sens C8: 25; Vif imaging: 1; NCOA3 inh: 8; LMP1 NFkB inh: 4; SRC2 inh: 13; NR2F2 inh: 10

# Screens from PubChem.
